EPAC2 antagonist – qHTS for Antagonist of cAMP-regulated guanine nucleotide exchange factor 2 (EPAC2): primary screen; Rap guanine nucleotide exchange factor 4 (Homo sapiens), Q8WZA2; EPAC2 GEF exchange of Rap1B-BODIPY-GDP, fluorescence; Potency, µM (top dose mostly 114 µM), without a hit: at the top dose activity, negative = inhibition, hits mostly inhibitors; actives 0.18% (n = 360,000); AID 720708, 2013; note: potency is the fitted concentration of half-maximal effect; % is set by controls: 0 for no effect and ±100 for the full control effect; nearly all actives have a fitted effect of over 45% in size; many of its hits are not listed in these tables
Target sequence (Q8WZA2 whole entry, looked up): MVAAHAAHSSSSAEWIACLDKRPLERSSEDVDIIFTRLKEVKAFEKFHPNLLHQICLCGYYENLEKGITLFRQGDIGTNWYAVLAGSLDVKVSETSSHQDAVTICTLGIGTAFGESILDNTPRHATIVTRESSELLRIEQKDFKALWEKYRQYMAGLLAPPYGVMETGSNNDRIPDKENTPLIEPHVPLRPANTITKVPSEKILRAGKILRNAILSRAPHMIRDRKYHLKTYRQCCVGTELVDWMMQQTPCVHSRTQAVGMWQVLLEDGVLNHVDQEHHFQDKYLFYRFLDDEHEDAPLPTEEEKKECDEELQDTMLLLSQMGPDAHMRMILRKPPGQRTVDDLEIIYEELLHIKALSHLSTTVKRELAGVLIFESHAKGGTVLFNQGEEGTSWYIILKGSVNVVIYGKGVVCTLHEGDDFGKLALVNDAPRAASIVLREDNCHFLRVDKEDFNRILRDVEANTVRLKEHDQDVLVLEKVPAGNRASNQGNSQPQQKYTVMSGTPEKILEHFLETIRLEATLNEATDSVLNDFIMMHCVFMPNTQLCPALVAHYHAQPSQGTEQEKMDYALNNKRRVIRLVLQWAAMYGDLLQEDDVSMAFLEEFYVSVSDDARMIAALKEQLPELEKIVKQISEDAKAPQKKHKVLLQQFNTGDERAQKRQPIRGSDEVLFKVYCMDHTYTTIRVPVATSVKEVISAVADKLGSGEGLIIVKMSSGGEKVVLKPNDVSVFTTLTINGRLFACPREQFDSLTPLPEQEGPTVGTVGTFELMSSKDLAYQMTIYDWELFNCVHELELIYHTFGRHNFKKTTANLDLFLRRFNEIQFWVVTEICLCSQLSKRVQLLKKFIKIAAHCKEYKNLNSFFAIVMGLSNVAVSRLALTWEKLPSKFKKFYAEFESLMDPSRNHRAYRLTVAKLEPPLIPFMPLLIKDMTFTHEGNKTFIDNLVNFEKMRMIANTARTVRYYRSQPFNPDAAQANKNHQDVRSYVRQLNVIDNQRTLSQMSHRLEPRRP
D3 antag – qHTS of D3 Dopamine Receptor Antagonist: qHTS. D3R cells, DiscoveRx beta-arrestin luminescence, antagonist mode; active compounds read low. max response, negative = inhibition, %. actives 2.5% (n = 360,000). AID 652054, 2013; in the data active = max response below about -50%; inconclusive = no clear call, values can overlap the other calls; note: % is set by controls: 0 for no effect and ±100 for the full control effect; mostly tested at two doses, the higher about 12 µM
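Cells expressing the human receptor were seeded at 1500 cells/well, incubated overnight at 37 degrees C in 5% CO2, then exposed to library compounds with dopamine controls for 90 minutes at 37 degrees C before luminescent detection.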
EPAC2 ag – qHTS for Agonist of cAMP-regulated guanine nucleotide exchange factor 4 (EPAC2): primary screen; Potency, µM (top dose mostly 154 µM), for inactives: at the highest dose activation, hits mostly activators; EPAC2 activation, biochemical qHTS; response scale: 100% = 6.5 mM cAMP response; actives 0.079% (n = 360,000); AID 720711, 2013; Rap guanine nucleotide exchange factor 4 (Homo sapiens), Q8WZA2; note: potency is the fitted concentration of half-maximal effect; nearly all actives have a fitted effect of over 50% in size
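Compounds were added across a concentration range to EPAC2 (100 nM), RAP1B-BODIPY-GDP (250 nM) and GDP (50 uM). After 5 min at room temperature, fluorescence was recorded at 5-min intervals for 30 min.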
TDP-43 yeast inh – qHTS of TDP-43 Inhibitors; TDP-43 expressing yeast growth rescue, BacTiter-Glo, 24 h; Potency, µM (titrated, usually from 46.1 µM), for the others: top-dose growth rescue (activation), most hits filed as activators; actives 1.8% (n = 410,000); AID 652104, 2013; note: potency is the fitted concentration of half-maximal effect; % of control where 0% means no effect; nearly all actives have a fitted effect of over 50% in size
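In this qHTS, compounds that restore growth of yeast expressing TDP-43 appear as activators. Cells (OD600=0.02, galactose medium, raffinose-pregrown) are incubated with compound 24 hr at 30 deg C and growth is quantified by BacTiter-Glo.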
aSyn rescue – qHTS of alpha-syn Inhibitors | Yeast expressing alpha-synuclein, growth rescue, BacTiter-Glo, 24 h | Potency, µM (series often up to 46.1 µM), for inactives: at the top dose growth rescue (activation), usual class: activators | actives 0.14% (n = 370,000) | AID 652106, 2013; note: potency is the fitted concentration of half-maximal effect; % of control where 0% means no effect; nearly all actives have a fitted effect of over 65% in size
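Readout is rescue of growth in alpha-synuclein-expressing yeast, so inhibitors of toxicity appear as activators. Growth after 24 hr at 30 deg C in galactose medium is quantified by luminescence.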
Abeta yeast res – qHTS for compounds that reverse cellular toxicity of Amyloid beta (A-beta) peptide in yeast: Primary Screen; Potency, µM (highest dose often 46.1 µM), inactives show at the top dose growth rescue, hits mostly activators; actives 0.063% (n = 410,000); AID 1347071, 2019; yeast expressing A-beta42, growth rescue, OD600, 48 h; response scale: 0% DMSO, 100% iron-clioquinol control; note: potency is the fitted concentration of half-maximal effect; nearly all actives have a fitted effect of over 55% in size
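Yeast A-beta toxicity model in growth medium with pinned compounds, 48 h at 30 C; growth read as absorbance at 600 nm. Normalized to FeCl3/clioquinol equimolar mix (positive) and DMSO (negative).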
FUS suppressor – qHTS for Suppressors of FUS Proteinopathy: Primary screen using FUS-linked yeast assay; Potency, µM (series often up to 76.6 µM), for inactives: top-dose growth rescue (activation), hits mostly activators; S. cerevisiae FUS-expressing, growth rescue, OD600, 24 h; actives 0.24% (n = 390,000);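 note: potency is the fitted concentration of half-maximal effect; plate controls were DMSO vehicle for no effect and reference control for full effect; nearly all actives have a fitted effect of over 55% in size; some results filed as inactive show a strong effect at the top dose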
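Galactose (2%) drives FUS expression in yeast precultured in raffinose; seeding density OD 0.005. Test compounds incubated 24hr at 30C and 99% humidity before absorbance at 600 nm was measured.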
D3 ag – qHTS of D3 Dopamine Receptor Agonist: qHTS; D3R DiscoveRx beta-arrestin cells, luminescence, 90 min; max activation, %; actives 0.58% (n = 410,000); D(3) dopamine receptor (Homo sapiens), P35462; AID 652048, 2013; in the data active = max activation above about 30%; note: 0% is about no effect; mostly tested at two doses, the higher about 12 µM
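Agonist mode: compounds and dopamine controls were applied to plated cells for 90 min at 37 degrees C after an overnight attachment at 1500 cells/well. Luminescent read-out followed 30 - 60 minutes at room temperature with DiscoveRx detection reagent.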
Active calls of the source: *; ? = inconclusive; / = not tested or not shown; & = joins results of further samples; [ ] = remark or other dose. Unless noted, calls come from the whole dose curve; as a rule, active = well fitted curve in the direction sought with a large enough effect; inconclusive = small, poorly fitted or top-dose-only effect, or another doubt; inactive = no such curve, though single readings can be large; an effect the other way counts as inactive or inconclusive.

SMILES	EPAC2 antagonist	D3 antag	EPAC2 ag	TDP-43 yeast inh	aSyn rescue	Abeta yeast res	FUS suppressor	D3 ag
CCCCc1c(O)nc(SCC(=O)c2ccccc2)[nH]c1=O	-6%	-25	2%	22%	0%	16%	15%	-1
CC(OC(=O)c1cc(S(=O)(=O)N2CCOCC2)ccc1F)C(=O)NC1CCCC1 (stereo unspecified)	-2%	15	8%	4%	-5%	-13%	-11%	1
CCOc1ccc(-n2c(=O)c3c(C)c(C(=O)N(C)C)sc3n(CC(=O)Nc3ccccc3F)c2=O)cc1	13%	4	-4%	-21%	1%	5%	6%	4
O=C(Nc1nccs1)c1cccc(NC(=O)C2CC2)c1	14%	12	6%	-9%	6%	4%	13%	0
Cc1ccc(C(c2nnnn2C2CCCC2)N2c3ccccc3CC2C)cc1 (stereo unspecified)	8%	-18	?	-27%	-7%	11%	?	-7
Cc1ccc(NC(=O)Cc2nc(CN(C)CC(=O)Nc3ccc(C)cc3)cs2)cc1	-10%	11	6%	17%	-1%	5%	2%	8
Cc1ccc(S(=O)(=O)CCC(=O)c2cccc([N+](=O)[O-])c2)cc1	-2%	?	14%	18µM*	-48%[inhibitor]	-65%[inhibitor]	10%	-12
Cc1ccc(C(=O)N2NC(c3ccc(F)cc3)C3C(=O)N(c4ccc(C)c(C)c4)C(=O)C32)cc1 (stereo unspecified)	12%	-17	5%	10%	1%	-5%	0%	1
CCN(CC)S(=O)(=O)c1cccc(NC(=O)COC(=O)CCc2nc3ccccc3s2)c1	1%	-16	13%	-15%	5%	5%	39%	7
Cc1nc(C(=O)N/N=C/c2[nH]ncc2Br)cs1	1%	-24	0%	-12%[1.82 µM]	-2%	1%	-5%	1
COc1ccc(C(=O)NC(C(=O)NCC2(N3CCCCC3)CCCCC2)C(C)C)cc1 (stereo unspecified)	4%	-5	8%	7%	0%[1.84 µM]	4%	4%	5
Cc1ccc(-n2nc3c(=O)n(CC(=O)Nc4ccccc4F)nc(C)c3c2C)c(C)c1	/	/	/	17%	/	-6%	-6%	2
CC1CC(C)CN(C(=O)COC(=O)CN2C(=O)c3ccccc3C2=O)C1 (stereo unspecified)	-5%	7	3%	-11%	7%	0%	14%	0
COc1ccc(-c2nnc(OCc3ccccc3)c3ccccc23)cc1	1%	7	0%	17%	-2%	-4%	4%	5
Cc1ccc(NC(=O)COc2ccc3oc4c(c3c2)CCCC4)c(C)c1	/	/	/	10%	?	-12%	-13%	1
COc1ccc(C2CC(c3c(-c4ccccc4)c4cc(Cl)ccc4[nH]c3=O)=NN2C(=O)CCC(=O)O)cc1 (stereo unspecified)	-2%	2	6%	12%	-1%	9%	?	-2
Cc1n[nH]c(=O)nc1Nc1ccc(O)cc1	1%	25	10%	1%	2%	-7%	15%	10
CC(OC(=O)c1nc(Cl)ccc1Cl)C(=O)Nc1ccc2c(c1)OCCO2 (stereo unspecified)	-2%	10	10%	?	2%	20%	-10%	12
CN(C)CCCNc1cc(Cl)c(S(=O)(=O)N2CCCCC2)cc1C(=O)O	-4%	-14	14%	-15%	5%	-9%	-2%	-12
Cc1ccc(-c2ccc(C)c(N)c2C)c(C)c1N	-15%	?	15%	10%	-5%	-17%	-26%	-2
CCc1ccc(NC(=O)c2ccc(F)c(S(=O)(=O)N(CC)c3ccccc3)c2)cc1	-6%	13	-9%	21%	3%	9%	-17%	2
CCOC(=O)[C@H]1NN=C(C(=O)OC)[C@@H]1c1ccccc1	-12%	1	9%	-20%	-1%	18%	/	1
CC1CCN(S(=O)(=O)c2ccc3nc(N4CCN(c5ccccc5)CC4)ccc3c2)CC1	13%	-4	4%	15%&14%	-2%	5%&-10%	-35%&-18%	0&7
Cc1ccnc(NC(=O)CCc2c[nH]c3ccccc23)c1	-1%	-21	8%	3%	-9%	-2%	4%	-3
COC(=O)c1ccc(NC(=S)Nc2cccc(C)n2)cc1	0%	2	-6%	-7%[9.22 µM]	1%	0%	4%	-1
CC(=O)c1sc(N/N=C\c2c(O)ccc3ccccc23)nc1C	16%	-54*	6%	-23%	-5%	-19%	37%	-10
Cn1c(CN2CCCCC2)nc2cc(NC(=O)c3ccccc3)ccc21	10%	14	5%	-17%	-9%	2%	24%	12
CCOCCC(=O)Nc1ccc2c(c1)c(=O)n(C)n2-c1ccc2ccccc2c1	-1%	-27	4%	0%	8%	-6%	4%	-12
O=C(Nc1ccc(S(=O)(=O)N2CCCCC2)cc1)c1ccncc1	-16%	1	8%	-22%	0%	5%	?	-3
CCN(C[C@H]1N[C@@](Cc2ccccc2)(C(=O)OC)[C@H]2C(=O)N(Cc3ccccc3)C(=O)[C@@H]12)S(=O)(=O)c1ccc(-c2ccccc2)cc1	1%	34	3%	27%	2%	0%	41%	6
COc1ccc(S(=O)(=O)N2CCN(C(=O)c3cc(C)oc3C)CC2)cc1	0%	12	6%	6%	-2%	-8%	0%	5
O=C(/C=C/c1ccccc1)n1cnnc1SC/C=C/c1ccccc1	9%	5	-5%	6%	11%	-23%	17%	-1
CC(CNC(=O)C1CCN(S(=O)(=O)c2ccc3c(ccn3C)c2)CC1)c1ccccc1 (stereo unspecified)	/	/	/	0%	/	-7%	-21%	2
CCC(=O)N1CCN(c2ccc(NC(=O)c3ccc(N4CCCC4)c([N+](=O)[O-])c3)cc2)CC1	-3%	1	-3%	13%	10%	-1%	5%	-4
O=C(Nc1ccc(S(=O)(=O)N2CCCC2)cc1)c1cccnc1Cl	-1%	4	3%	18%	7%	-2%	6%	5
C/C(=N\NC(=S)Nc1cccc(C)c1)c1ccco1	-9%	-22	4%	9%	-1%	15%	29%	13
Cc1ccc(OCC(=O)Nc2cc(C(=O)O)cc(C(=O)O)c2)cc1C	9%	1	0%	-14%	0%	-22%	6%	1
CCC(C(=O)NC1CCCC1)n1c(-c2cc3ccccc3[nH]2)nc2ccccc21 (stereo unspecified)	4%	24	4%	19%	-7%	3%	?	5
Cc1ccc(N(CC(=O)Nc2ccc(OC(F)(F)F)cc2)S(=O)(=O)c2c(C)noc2C)cc1	/	/	/	18%	/	4%	6%	7
CC(C)NC(=O)CCCN1C(=O)CCn2nc(-c3cccn3C)cc21	/	/	/	25%	/	-6%	-9%	5

Entries of single compounds, looked up by structure. Screens in order: EPAC2 antagonist, D3 antag, EPAC2 ag, TDP-43 yeast inh, aSyn rescue, Abeta yeast res, FUS suppressor, D3 ag
Record of CC(=O)c1sc(N/N=C\c2c(O)ccc3ccccc23)nc1C → 16%, -54*, 6%, -23%, -5%, -19%, 37%, -10
Record of Cc1ccnc(NC(=O)CCc2c[nH]c3ccccc23)c1 → -1%, -21, 8%, 3%, -9%, -2%, 4%, -3

Quoted from the listing.
Under D3 ag, `Cc1ccnc(NC(=O)CCc2c[nH]c3ccccc23)c1` has -3
Under Abeta yeast res, `CCC(C(=O)NC1CCCC1)n1c(-c2cc3ccccc3[nH]2)nc2ccccc21` (stereo unspecified) has 3%

(next part)
SMILES	EPAC2 antagonist	D3 antag	EPAC2 ag	TDP-43 yeast inh	aSyn rescue	Abeta yeast res	FUS suppressor	D3 ag
O=C(COc1ccccc1)Nc1ccc(N2CCN(C(=O)c3ccco3)CC2)cc1	-3%	1	6%	-6%	0%	-7%	21%	-5
O=C(NC1CCCCC1)C1c2ccccc2OCC(=O)N1Cc1ccccn1 (stereo unspecified)	3%	-13	6%	4%	-8%	6%	-2%	6
C=CCn1c(Cc2ccccc2)nnc1SCc1nc2ccccc2c(=O)[nH]1	25%	10	4%	-24%	-4%	-15%	20%	-3
Cc1noc(/C=C/Nc2ccc(F)cc2F)c1[N+](=O)[O-]	-3%	-13	6%	-7%	-7%	-10%	-13%	0
Cc1ccccc1C(=O)NC1(C(F)(F)F)N=C(c2ccccc2)N(Cc2ccccc2)C1=O (stereo unspecified)	/	/	/	6%	/	2%	-5%	-7
COc1cc(/C=N/NC(=O)c2cc(-c3ccccc3Cl)nc3ccccc23)cc(OC)c1O	-7%	-11	9%	4%	1%	17%	28%	7
CCc1ccccc1NC(=O)CCCSc1nc(-c2ccco2)cc(C(F)(F)F)n1	/	/	/	0%	/	1%	-3%	3
COc1ccccc1/C=N/Nc1cc(C)nc2ccc(C)cc12	?	24	4%	14%	-1%	7%	0%	4
COCCNC(=O)c1ccccc1-c1nc(-c2ccccc2OC)no1	11%	-14	4%	-24%	10%	13%	31%	1
CN(Cc1ccccc1)c1nc2c(S(=O)(=O)c3ccccc3)nnn2c2ccsc12	/	/	/	1%	/	-9%	-22%	-15
O=C(Nc1ccc(F)cc1)C1C2CCC3C(CCC21)C3(Cl)Cl (stereo unspecified)	-7%	-10	6%	-2%	8%	-15%	7%	-4
Cc1ccc(C)c(NS(=O)(=O)c2ccc3c(c2)CCCN3C(=O)C2CCC2)c1	/	/	/	?	/	-3%	?	1
CC1(C)C=Cc2cc(-c3coc4cc(O)cc(O)c4c3=O)cc(O)c2O1	?	22	0%	28%	11%	-8%	3%	3
COCc1nc2c([nH]1)c(=O)n(C)c(=O)n2CC(C)C	-14%	17	6%	8%	-1%&1%	2%	-5%	5
CCOC(=O)CNC(=O)Cn1cnc2sc(C)c(S(=O)(=O)N3CCOCC3)c2c1=O	2%	-10	2%	5%	0%	-6%	12%	16
CCOC(=O)c1c(C)[nH]c(C)c1S(=O)(=O)N(C)CC(=O)Nc1cccc(F)c1	0%	5	0%	9%	0%	-4%	-13%	-1
C[C@H](CO)N1C[C@H](C)[C@@H](CN(C)Cc2ccc(C(=O)O)cc2)Oc2ncc(-c3ccc(C(=O)N(C)C)cc3)cc2C1=O	10%	24	5%	9%	1%	4%	-24%	8
Cc1ccc(C2=NN(C(=O)CCCC(=O)O)C(c3ccco3)C2)cc1 (stereo unspecified)	4%	8	0%	-7%	7%	10%	11%	3
Cc1ccc(N(C(=O)c2ccc(Br)o2)C2C=CS(=O)(=O)C2)cc1 (stereo unspecified)	1%	-15	-3%	17%	2%	-9%	7%	1

High-throughput results (PubChem)

These rows are one share of the data (hit frequency here may not be typical).
